Screening results (PubChem BioAssay)
LmPK inhibitor: LmPK (Leishmania mexicana) enzyme inhibition; Q27686; purified LmPK, Kinase-Glo ATP luminescence, 1 h; Potency, µM (highest dose often 57.5 µM), without a hit: at the highest dose activity change, negative = inhibition, usual class: inhibitors; hit rate 0.37% among 290,000; AID 1721; note: potency is the fitted concentration of half-maximal effect; % is set by controls: 0 for no effect and ±100 for the full control effect
Target sequence (Q27686 whole entry, looked up): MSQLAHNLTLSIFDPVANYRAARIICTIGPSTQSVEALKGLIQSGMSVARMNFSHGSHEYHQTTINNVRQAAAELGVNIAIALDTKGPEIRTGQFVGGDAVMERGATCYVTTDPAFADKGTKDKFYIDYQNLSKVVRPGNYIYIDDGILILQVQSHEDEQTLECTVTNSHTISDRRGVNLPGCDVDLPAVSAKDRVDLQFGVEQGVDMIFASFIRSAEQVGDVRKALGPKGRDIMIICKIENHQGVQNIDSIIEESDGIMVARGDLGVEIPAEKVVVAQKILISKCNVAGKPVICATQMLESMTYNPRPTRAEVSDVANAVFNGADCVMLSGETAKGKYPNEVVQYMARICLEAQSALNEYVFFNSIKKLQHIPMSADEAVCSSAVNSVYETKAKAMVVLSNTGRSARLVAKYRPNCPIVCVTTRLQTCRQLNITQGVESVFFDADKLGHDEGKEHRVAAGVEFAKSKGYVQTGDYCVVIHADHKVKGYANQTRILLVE
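Purified LmPK (0.1 nM) converted ADP (0.1 mM) to ATP with PEP (0.5 mM) in imidazole buffer pH 7.2 with KCl and MgCl2, 1 h at room temperature. ATP was read by Kinase-Glo luminescence; data normalized to uninhibited and no-enzyme controls.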
Shiga toxin inh: inhibitors of Shiga toxin in Vero cells; Vero cells, Shiga toxin protein synthesis inhibition reporter; AID 2315; hit rate 9.2% among 290,000; inhibition, % at 38.7 µM; in the data active = inhibition mostly above about 28%, no sharp cut-off; inactive = mostly below about 43%; note: 0% is about no effect
Cycloheximide cs: counter-screen hit for Shiga toxin inhibitors, cycloheximide; hit rate 12% among 300,000; max response, %; AID 2314; cell reporter, cycloheximide protein synthesis inhibition counterscreen; in the data active = max response mostly above about 13%, no sharp cut-off; inactive = mostly below about 14%; note: read at 38.3 µM for the half of the compounds with a filed dose; 0% is about no effect
HCV inhibitor: HCV inhibition; Huh7.5.1 HCVcc-Cre infection, luciferase reporter, 44 h; Potency, µM (top dose mostly 41.8 µM), without a hit: top-dose activity change, negative = inhibition, hits mostly inhibitors; hit rate 3.4% among 340,000; AID 651820; note: potency is the fitted concentration of half-maximal effect; % is set by controls: 0 for no effect and ±100 for the full control effect
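Reporter virus HCVcc-Cre (~0.5 moi) infects cells exposed to compound; seeding density 1,000 cells/well with 4 h settling beforehand. Luminescence, 15 sec read, taken 44 h post-infection following a 15 min RT substrate incubation.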
Pf growth 48h: inhibits P. falciparum growth in the first generation, 48 h | P. falciparum luciferase growth in erythrocytes, 48 h | Potency, µM (top dose mostly 28.7 µM), without a hit: at the highest dose activity change, negative = inhibition, most hits filed as inhibitors | AID 504832 | hit rate 5.9% among 310,000; note: potency is the fitted concentration of half-maximal effect; % is set by controls: 0 for no effect and ±100 for the full control effect
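Cell-based growth assay: transgenic P. falciparum expressing firefly luciferase, cultured in red cells within RPMI 1640 containing 0.5% w/v Albumax, 24 mM bicarbonate and gentamycin. A drop in luciferase activity indicates inhibition.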
Tb PYK inh: T. brucei pyruvate kinase inhibition. Q57TT1. TbPYK enzyme, Kinase-Glo Plus ATP luminescence, 45 min. Potency, µM (series often up to 76.8 µM), for the others: top-dose activity, negative = inhibition, actives largely listed as inhibitors. hit rate 0.12% among 410,000. AID 624173; note: potency is the fitted concentration of half-maximal effect; % is set by controls: 0 for no effect and ±100 for the full control effect; nearly all actives have a fitted effect of over 50% in size
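Activity of T. brucei pyruvate kinase was followed by Kinase-Glo Plus luminescence after the enzyme reacted 45 min at room temperature with 130 uM ADP (final) and substrate. Test compounds were added before ADP at multiple concentrations.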
Pf growth 96h: P. falciparum growth inhibition at 96 hours | P. falciparum luciferase reporter growth, 96 h | Potency, µM (highest dose often 28.7 µM), for the others: top-dose activity change, negative = inhibition, most hits filed as inhibitors | hit rate 6.9% among 320,000; note: potency is the fitted concentration of half-maximal effect; % is set by controls: 0 for no effect and ±100 for the full control effect
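Infected RBCs, 2% Hct / 0.05% parasitemia final; luciferase-reporter P. falciparum; cpd 96 h, 37 C, 5% CO2; luciferase detection reagent; luminescence.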
The depositor's hits bear a star; ? = inconclusive; . = not tested or not shown; + = active, no number; & = joins results of further samples; [ ] = dose if it differs, or a comment. Unless noted, calls come from the whole dose curve; as a rule, active = well fitted curve in the direction sought with a large enough effect; inconclusive = small, poorly fitted or top-dose-only effect, or another doubt; inactive = no such curve, though single readings can be large; an effect the other way counts as inactive or inconclusive.

SMILES	LmPK inhibitor	Shiga toxin inh	Cycloheximide cs	HCV inhibitor	Pf growth 48h	Tb PYK inh	Pf growth 96h
CCOC(=O)c1ccccc1NC(=S)N1CCC(C(N)=O)CC1	3%[11.5 µM]	-11	-5	18%	1%	-25%	-1%
Cc1ccc(CCNC(=O)C2CCC(CNc3c(N4CCC(C)CC4)c(=O)c3=O)CC2)cc1 (stereo unspecified)	1%	16	3	1%[8.37 µM]	?	1%	?
O=C(NNC(=O)c1ccccc1Cl)c1cccs1	2%	35*	31	8%	79%[activator]	13%	?
O=C(Cc1c(F)cccc1Cl)Nc1ccon1	-2%	-17	-3	8%	8%	-2%	.
COc1ccc(Br)cc1/C=N/NC(=O)c1nc(-c2ccccc2)n2c1CCCCC2	3%	-1	-2	12%	.	-10%	7.4µM*
COCCNC(=O)C1Cc2c(ccc3ccccc23)O1 (stereo unspecified)	1%	37	15*	-17%	39%[activator]	1%	46%[activator]
O=C(NCCN1C(=O)S/C(=C\c2cccnc2)C1=O)c1cc(S(=O)(=O)N2CCOCC2)ccc1F	-3%	-10	-1	-10%	-6%	-7%	-6%
COCCn1c(SCC(=O)NCCc2ccc(OC)c(OC)c2)nc2c([nH]c3ccccc32)c1=O	-5%	-10	-1	6%	38%[activator]	1%	?
CC1(C)C(=O)Nc2ccccc2N1C(=O)COC(=O)Cn1cnc2ccccc2c1=O	-9%	2	-5	5%	-21%	7%	?
CC1(C)Oc2ccc(C(=O)NC3CC3)cc2N(CC(=O)N2CCOCC2)C1=O	-1%	-4	-2	10%	11%	.	1%
C#CCNC(=O)C1=C[C@H](c2ccc(Br)cc2)[C@@H](CCCO)[C@H](OCC)O1	4%	-11	-3	-7%	?	0%	-29%
O=C(O)Cn1cc(C(=O)C2CC2)c2ccccc21	-4%	-15	-3	6%	-20%	11%	.
O=C(NCCCCNC(=O)c1cccnc1Cl)c1cccnc1Cl	-8%	-18	2	10%	?	0%	?
O=[N+]([O-])c1cccc(S(=O)(=O)N/N=C\c2ccc3c(c2)OCO3)c1	1%	75*	43*	9%	-7%	3%	16%
O=c1oc(-c2cccs2)nc2ccccc12	-5%	50	9	11%	-12%	-4%	75%[activator]
O=C(c1ccc(NC(=S)Nc2ccc(F)cc2F)cc1)N1CCOCC1	-6%	13	-1	4%	7%	-6%	33%[activator]
Cc1nc(C)c(C(=O)N(c2ccc(F)cc2)C(C(=O)NCC2CCCO2)c2ccccc2)s1 (stereo unspecified)	4%	-12	-3	-1%	15%	5%	24%
O=C(NCCc1ccc(Cl)cc1)C1COc2ccccc2O1 (stereo unspecified)	0%	-3	13*	?	2%	14%	-2%
CCCCn1c(O)c(C(C)=NCc2ccc3c(c2)OCO3)c(=O)[nH]c1=O	4%	-4	-2	?	?	-11%	?
COc1cccc(OCCn2ccnc2)c1	0%	13	-1	2%	?	2%	.
O=[N+]([O-])c1cccc(/C=N/n2c(-c3cccnc3)n[nH]c2=S)c1	11%	-12	-5	9%	13%	2.2µM*	39%[activator]
COc1ccc(NC2=C(Cl)C(=O)N(c3ccccc3)C2=O)c(OC)c1	-3%	-12	-2	10%	12%	1%	?
O=C(Nc1nccs1)c1cc2cc(Cl)ccc2oc1=O	0%	-8	9	20%	23%	2%	41%[activator]
CC(=O)c1ccc(NS(=O)(=O)c2ccc3ccccc3c2)cc1	4%	-11	-5	-2%	7%	-3%	10%
CCC(=O)N1CCc2cc(S(=O)(=O)CCC(=O)N(C)c3ccc(OC)cc3)ccc21	-1%	-10	-1	0%	-14%	3%&5%	28%

Exported with values under each structure: entries from further up.
Order of values: LmPK inhibitor, Shiga toxin inh, Cycloheximide cs, HCV inhibitor, Pf growth 48h, Tb PYK inh, Pf growth 96h
O=C(c1ccc(NC(=S)Nc2ccc(F)cc2F)cc1)N1CCOCC1
→ -6%, 13, -1, 4%, 7%, -6%, 33%[activator]
Cc1nc(C)c(C(=O)N(c2ccc(F)cc2)C(C(=O)NCC2CCCO2)c2ccccc2)s1 (stereo unspecified)
→ 4%, -12, -3, -1%, 15%, 5%, 24%
O=C(NCCc1ccc(Cl)cc1)C1COc2ccccc2O1 (stereo unspecified)
→ 0%, -3, 13*, ?, 2%, 14%, -2%
CCCCn1c(O)c(C(C)=NCc2ccc3c(c2)OCO3)c(=O)[nH]c1=O
→ 4%, -4, -2, ?, ?, -11%, ?
COc1cccc(OCCn2ccnc2)c1
→ 0%, 13, -1, 2%, ?, 2%, .
O=[N+]([O-])c1cccc(/C=N/n2c(-c3cccnc3)n[nH]c2=S)c1
→ 11%, -12, -5, 9%, 13%, 2.2µM*, 39%[activator]

The listing continues.
SMILES	LmPK inhibitor	Shiga toxin inh	Cycloheximide cs	HCV inhibitor	Pf growth 48h	Tb PYK inh	Pf growth 96h
O=C(CN1CCC(Cc2ccccc2)CC1)NC(=O)NC1CCCCC1	1%	15	-2	4%	0%	-5%	-1%
CN(C)c1ccc(C2=NOC(CN3C(=O)c4ccccc4S3(=O)=O)C2)cc1 (stereo unspecified)	-2%	71*	55*	-38%	34%[activator]	1%	-17%
O=C(NNC(=O)C1CCCCC1)c1ccc(Br)cc1	6%	42	13	8%	61%[activator]	2%	-3%
CSc1nsc(SC)c1C(=O)Nc1ccc(Cl)cc1	1%	21	-1	-6%	-13%	-1%	4%
O=C(NC(=S)Nc1ncc(Br)cc1Br)c1ccccc1	2%	94*	35*	12%	129%[activator]	0%	2%
CC(C)(C)c1cc(NCCCn2ccnc2)n2ncc(-c3ccc(Cl)cc3)c2n1	1%	87*	58*	25µM*	?	-3%	?
O=C(/C=C/c1cccs1)c1ccc([N+](=O)[O-])cc1	-9%	9	1	-3%	20%	-1%	0%
COC(=O)c1ccccc1NC(=S)N(Cc1ccc2c(c1)OCO2)Cc1cc2ccc(OC)cc2[nH]c1=O	1%	-10	-1	?	9.3µM*	-3%	34%[activator]
O=C1CC(NCc2ccc3c(c2)OCO3)C(=O)N1CCc1ccccc1 (stereo unspecified)	2%	13	2	-16%	8%	0%	.
CC(C)COc1ccc(C(=O)NCc2ccco2)cc1	-1%	36*	14*	?	12µM*	-5%	.
CCOC(=O)c1ccc2[nH]c(-c3ccc(S(=O)(=O)F)cc3)cc(=O)c2c1	-9%	-15	4	-4%	-3%	0%	?
COc1ccc(/C=C(\C#N)c2nc3ccc(C)cc3[nH]2)cc1Oc1ccc(C(F)(F)F)cc1[N+](=O)[O-]	0%	-12	12	?	?	-1%	?
CC(C)C(=O)Nc1ccc(Nc2ccccc2)cc1	5%	15	17*	-13%	18%	-5%	-31%
CCOC(=O)C1=NN(c2ccccc2)C2=NC(C)=C(C(=O)OC)C(c3ccc(C)cc3)N12 (stereo unspecified)	7%	-7	2	-12%	1%	-10%	?
Cc1ccccc1CC1(CO)CCCN(Cc2ccccc2Cl)C1 (stereo unspecified)	0%	-8	-1	13%	-27%	-5%	?
O=C(c1cccc(S(=O)(=O)N2CCCCC2)c1)N1CCc2ccccc21	3%	8	-3	?	11%	10%	1.2µM*
O=C1CCC(=O)N1CN(C(=O)c1ccco1)c1ccccc1	-1%	33	-2	14%	13%	4%	21%
CCOC(=O)c1c(C)nc(C)c(C(=O)OCC)c1-c1ccc(OC)cc1	11%&1%	15&-19	4&1	-21%&5%	?	1%	?
CC(=O)c1ccc(OCc2cc(C(=O)N(C)C3CCOC3)no2)cc1 (stereo unspecified)	-6%	-8	3	-4%	5%	-1%	12µM*
COc1ccc(NC(=O)c2cncc(Br)c2)c(S(=O)(=O)N2CCOCC2)c1	-1%	-15	-2	-21%	?	-8%	10µM*
Cc1cc(C)cc(N2C(=O)CC(Sc3nnnn3-c3ccccc3)C2=O)c1 (stereo unspecified)	-5%	2	18	.	15%	-15%	40%[activator]
COc1ccc(C(Nc2ccc(S(=O)(=O)N3CCOCC3)cc2)C(=O)NCCC(C)C)cc1OC (stereo unspecified)	5%	-16	-3	-40%	?	-4%	19%
CCCN(CC1CC1)C(=O)CSc1ncnc2sccc12	-1%	20	-2	-1%	-6%	-15%	22%
O=C1NC(=O)C(CCc2ccncc2)(CCc2ccncc2)C(=O)N1CCc1ccccc1	0%	-11	-3	4%	?	3%	2.9µM*
O=C(NCCSc1ccc(Cl)cc1)c1ccco1	10%	16	14	-6%	.	-13%	?
SMILES	LmPK inhibitor	Shiga toxin inh	Cycloheximide cs	HCV inhibitor	Pf growth 48h	Tb PYK inh	Pf growth 96h
Cc1ccc(-c2nn(-c3cc(N4CCNCC4)ccc3[N+](=O)[O-])c(=O)c3ccccc23)cc1	2%	-15	-6	?	?	1%	0%
Cn1cccc1Cc1nnc(SCC(=O)N2CCCC2)n1CCc1ccccc1	9%	-8	-3	2%	.	-10%	?
COc1cc(/C=N/N2CCN(Cc3ccc(Cl)cc3)CC2)ccc1OC(C)=O	-2%	0	0	1%	-4%	-1%	117%[activator]
CC(NC(=O)C1CCCCC1)C(c1cccs1)N1CCOCC1 (stereo unspecified)	3%	20	-6	12%	-14%	-3%	?
c1ccc(Nc2nc(N3CCCCC3)nc(N3CCNCC3)n2)cc1	8%	3	-7	?	?	-1%	?
CCN(CC)CCn1c(SCC(=O)NCc2ccco2)nc2c(sc3ccccc32)c1=O	2%	27	1	-29%	?	6%	.
S=c1[nH]nc(-c2n[nH]c3c2CCC3)n1/N=C/C=C/c1ccccc1	-7%	-2	-2	31%[activator]	-10%	-34%	-1%
COc1ccccc1N(C)S(=O)(=O)c1ccc(C(=O)N2CCC(C(N)=O)CC2)cc1	4%	-22	-6	-10%	3%	-1%	.
Cc1ccc(S(=O)(=O)/N=C(/c2ccccc2)N2CCOCC2)c(C)c1	-1%	-5	-6	6%	-41%[1.15 µM]	0%	5.9µM*
Cc1cccc(-c2c3c(=O)n(C)c(=O)n(C)c3cn2-c2ccccc2O)c1	0%	11	9	?	1.9µM*	4%	8.3µM*
Cc1ccc(N(CC(=O)NCc2ccccc2)C(=O)CCC(=O)Nc2nccs2)cc1	-8%	-18	-5	5%	-14%	5%	-12%
COc1cc2ncnc(NCc3ccc(C)o3)c2cc1OC	4%	-7	-4	-14%	?	0%	-14%
CCOc1ccccc1NC(=O)CC1(CC(=O)N2CCOCC2)CCCC1	.	.	.	17%	?	0%	?
CN(C)c1ccc(C(=S)NCc2ccco2)cc1	-1%	+	85*	3%	168%[activator]	-20%	25%
COc1ccc(NC(=S)Nc2ccccc2)c(OC)c1	-9%	8	16	-24%	-26%	0%	49%[activator]
COc1ccccc1C(=O)Nc1ccc(S(=O)(=O)Nc2onc(C)c2C)cc1	1%	-8	-3	27%	3%	0%	14%
CC1CCN(c2c(NCC3CCC(C(=O)NCc4ccccc4)CC3)c(=O)c2=O)CC1 (stereo unspecified)	-5%	-16	-3	-6%	1%	-4%	18%
CC(=O)c1ccc(C(=O)NC2CCCN(Cc3ccc(Cl)cc3)C2)s1 (stereo unspecified)	-3%	-9	1	.	-15%	-3%	?
Cc1ccc(CC(=O)Nc2ccc(Cl)cn2)cc1	4%	70*	41*	-10%	68%[activator]	1%	152%[activator]
CCCC(CCC)C(=O)OC[N+](C)(C)CCOC(=O)C(O)(c1ccccc1)C1CCCC1 (stereo unspecified)	3%	2	-6	4%	?	-7%	7%
Cn1ccc(C(=O)Nc2sc3c(c2C#N)CCC3)n1	9%	12	16*	-20%	1%	-19%	77%[activator]
